# G6PDH CS – L. mesenteroides G6PDH inhibition counter-screen. Purified L. mesenteroides G6PDH, diaphorase/resazurin coupled fluorescence, 45 min. inhibition, % at 5 µM. hit rate 0.12% among 200,000. AID 1020; in the data active = inhibition above about 50%
# Diaph inh CS – inhibits diaphorase or chemically oxidizes, flagging diaphorase assay artifacts. inhibition, % at 20 µM. AID 1217. hit rate 0.69% among 190,000. diaphorase resazurin-to-resorufin fluorescence, NADH, 16 min; bacterial (C. kluyveri) enzyme, not human;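 active = primary screen inhibition at 20 µM above a set limit, cut at about 50% in these data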;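 note: plate controls were DMSO with full reaction for no effect and wells lacking NADH for full effect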
#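 Assay system – diaphorase enzyme from Clostridium kluyveri · Amount – diaphorase 0.14 U/mL (working solution) · Times – reaction incubation of 16 min at room temperature · Controls – No-NADH positive control and DMSO neutral control · Signal – resorufin fluorescence 544/590 nm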
# PPARg SRC2 recr – promotes SRC-2 coactivator recruitment by human PPARgamma. P37231. PPARgamma LBD-SRC-2 recruitment, biochemical. activation, % at 8 µM. hit rate 0.34% among 200,000. AID 1032; in the data active = activation above about 22%;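 note: 0% = vehicle and 100% = reference agonist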
# PPARg SRC3 recr – PPARgamma-driven SRC-3 recruitment agonism; biochemical PPARgamma/SRC-3 coactivator recruitment assay; activation, % at 8 µM; hit rate 0.26% among 200,000; AID 731; in the data active = activation above about 23%;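 note: 0% = DMSO and 100% = reference agonist; some compounds past the cut are filed as inactive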
# S1P3 antagonist – blocks the human S1P3 receptor | inhibition, % at 4.98 µM | Q99500 | hit rate 0.27% among 170,000 | AID 485 | CHO S1P3 NFAT-BLA reporter, FRET fluorescence, antagonist mode;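 active = inhibition above the plate cutoff, the mean inhibition of test wells on that plate plus 3 SD, cut at about 28% in these data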;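 note: cells challenged with S1P at its EC80 of 0.8 µM; blue over green emission ratio from cleaved BLA substrate after 4 h stimulation; 0% = S1P-stimulated wells and 100% = unstimulated DMSO-only wells; some compounds past the cut are filed as inactive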
# Target sequence (Q99500 whole entry, looked up): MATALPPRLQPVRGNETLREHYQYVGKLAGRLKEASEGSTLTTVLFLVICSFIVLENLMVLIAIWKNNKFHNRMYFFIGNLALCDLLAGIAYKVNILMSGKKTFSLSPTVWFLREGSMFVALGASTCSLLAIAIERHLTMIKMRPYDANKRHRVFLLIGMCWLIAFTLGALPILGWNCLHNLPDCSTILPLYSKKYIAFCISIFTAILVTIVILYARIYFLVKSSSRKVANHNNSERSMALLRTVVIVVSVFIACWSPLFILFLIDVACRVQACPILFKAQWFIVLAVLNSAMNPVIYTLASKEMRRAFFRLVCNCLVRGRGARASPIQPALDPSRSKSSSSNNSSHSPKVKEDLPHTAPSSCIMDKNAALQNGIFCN
# TR-FRET SRC-2 ct – TR-FRET artefact, counter-screen to PPARgamma/SRC-2 agonist assay; active compounds read high; hit rate 0.4% among 200,000; TR-FRET ratio at 8 µM; AID 1049; in the data active = TR-FRET ratio above about 2000; note: inactives centre near 1500
# ROMK primary – modulates human ROMK potassium channel activity; P48048; AID 1918; hit rate 2% among 130,000; Tet-inducible ROMK, thallium flux fluorescence; actives lie on both sides; B-score at 10 µM;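 active = signal ratio slope over the read window, or its plate-corrected B-score, at least 3 SD from the plate mean, either direction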;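 note: B-score of the F/F0 ratio slope over 7 to 12 s after thallium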
# Target sequence (P48048 whole entry, looked up): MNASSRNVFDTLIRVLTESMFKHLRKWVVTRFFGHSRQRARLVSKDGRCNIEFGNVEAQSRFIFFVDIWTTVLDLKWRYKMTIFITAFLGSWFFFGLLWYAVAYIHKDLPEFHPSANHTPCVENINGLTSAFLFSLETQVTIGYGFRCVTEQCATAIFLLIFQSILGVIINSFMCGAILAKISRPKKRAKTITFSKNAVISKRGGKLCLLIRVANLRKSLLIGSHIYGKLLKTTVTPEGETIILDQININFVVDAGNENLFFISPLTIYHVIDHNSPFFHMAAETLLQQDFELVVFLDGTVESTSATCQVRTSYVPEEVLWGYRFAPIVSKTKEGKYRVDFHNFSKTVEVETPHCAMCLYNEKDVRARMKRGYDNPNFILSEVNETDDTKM
# Diaphorase act – diaphorase activation or chemical reduction counter-screen; activation factor at 20 µM; hit rate 0.005% among 190,000; Diaphorase/resazurin coupled assay, resorufin fluorescence, 16 min; active compounds read high; 1 = vehicle wells, 0 = NADH-free wells;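 active = diaphorase activity raised at least twofold by the compound at 20 µM; inactive = activation factor below 2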
#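 Test system: Clostridium kluyveri diaphorase, purified enzyme. Buffer or medium: 50 mM HEPES pH 7.4 buffer plus MgCl2 and Tween 20. Also added: 0.114 mM NADH and 0.1 mM resazurin, final amounts. Dosing: compound 20 µM once, DMSO 1%. Schedule: 16 min enzyme reaction, ambient temperature. Detection: fluorescence of resorufin, 544 nm excitation, 590 nm emission.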
# PPARg SRC1 recr – promotes SRC-1 coactivator recruitment by human PPARgamma | hit rate 0.41% among 200,000 | PPARgamma-SRC-1 coactivator recruitment biochemical assay | P37231 | AID 631 | activation, % at 8 µM; in the data active = activation above about 19%;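 note: 0% = DMSO and 100% = reference agonist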
# PMI act satM6P – activators of human phosphomannose isomerase at near-saturating mannose 6-phosphate | coupled PMI enzyme assay, resazurin fluorescence, 20 min; active compounds read high; 1 = untreated enzyme, 0 = substrate-free blank | AID 1216 | hit rate 0.34% among 190,000 | activation factor at 20 µM | P34949;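 active = activation factor of 2 or more at 20 µM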
#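 assay system = human phosphomannose isomerase with PGI, G6PDH, diaphorase coupling enzymes | quantity = 15 ng/mL PMI | incubation = enzyme reaction with compound 20 min at room temperature | medium = HEPES pH 7.4 buffer with MgCl2 and Tween-20 | compound dosing = one concentration, 20 µM, in 1% DMSO | measured by = Diaphorase-driven resazurin-to-resorufin fluorescence, excitation 544, emission 590 nm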
# PMI act – activators of human phosphomannose isomerase; purified human PMI, coupled resazurin fluorescence, 20 min; active compounds read high; 1 = vehicle control, 0 substrate-free wells; activation factor at 20 µM; hit rate 0.005% among 190,000; AID 1214;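 active = activation factor of 2 or more at 20 µM, relative to plate controls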
# Active calls of the source: *; . = no result given.
# Value order: G6PDH CS	Diaph inh CS	PPARg SRC2 recr	PPARg SRC3 recr	S1P3 antagonist	TR-FRET SRC-2 ct	ROMK primary	Diaphorase act	PPARg SRC1 recr	PMI act satM6P	PMI act
[1] COc1ccccc1N1CCN(C(=O)C(Cc2ccccc2)NC(=O)C2CCCCC2)CC1 (stereo not given)
 : -3.6	19.0	0.2	-6.1	-24.2	1445	.	0.8	-3.7	1	0.9
[2] CC(C)CC(c1nnnn1Cc1ccco1)N1CCN(c2cccc(Cl)c2)CC1 (stereo not given)
 : 13.7	25.8	1.2	-11.9	11.5	1510	.	0.7	-0.3	0.8	0.9
[3] CCN(CC)CC(=O)NCc1cc(-c2ccc(OC)cc2)no1
 : 10.3	7.8	6.9	15.9	.	1576	.	0.9	-3.3	1	1
[4] COc1ccc2[nH]cc(C(=O)CNc3nc(C)cs3)c2c1
 : -2.8	14.3	15.4	19.9	.	1770	.	0.9	6.5	1	1
[5] CCOC(=O)CCc1c(C)nc2ncnn2c1C
 : 1.6	-11.5	-0.2	6.8	-21.5	1572	0.68	1.1	5.0	1	1
[6] Cc1ccccc1OCCn1cc(C(=S)N2CCN(C)CC2)c2ccccc21
 : -2.4	9.7	8.6	7.6	1.4	1457	0.685	0.9	0.0	1.1	1
[7] COc1ccc(S(=O)(=O)NCC2CCCN(C(=O)c3sccc3C)C2)cc1 (stereo not given)
 : 12.9	6.8	5.4	3.4	2.5	1673	-0.203	0.9	8.0	1	1
[8] COc1ccnc(Oc2ccccc2)c1C(=O)N/C=N/OCc1ccccc1
 : 5.3	18.9	0.6	-0.8	-2.1	1425	.	0.8	-4.7	1	1
[9] CCC1CCCCN1C(=O)CNCC1CCCO1 (stereo not given)
 : 5.9	13.4	-0.1	-2.1	-11.7	1584	0.616	0.9	0.6	1.1	1
[10] COc1ccccc1N(CC(=O)NCc1ccccc1)C(=O)CCC(=O)Nc1cc(C)ccn1
 : 2.7	7.6	-0.6	3.6	.	1646	.	0.9	5.2	0.9	1
[11] Cc1ccc(NC(=O)CSc2nnc(-c3ccccc3Br)o2)cc1C
 : -1.9	26.1	2.2	23.4	-6.4	1535	0.696	0.7	3.7	0.9	0.9
[12] CCOC(=O)C1(Cc2cccc(Cl)c2)CCCN(C(=O)CCC(=O)N(C)C)C1 (stereo not given)
 : 12.9	24.8	0.1	0.3	-0.3	1520	1.17	0.8	3.4	0.9	0.8
[13] O=C(NC1CC1)C1=C[C@H](C2CCCCC2)C[C@H](OCc2ccc(CO)cc2)O1
 : 4.4	10.7	0.7	1.4	-6.8	1540	.	0.9	-0.1	0.8	0.9
[14] O=C(CSc1nnc(CNC(=O)c2cccs2)o1)NC1CCCC1
 : 6.3	7.1	7.0	5.3	.	1490	0.193	0.9	4.0	0.9	0.8
[15] Cc1ccc(NC(=S)N(CCCN2CCN(C)CC2)Cc2cccs2)cc1C
 : 3.8	8.7	-6.3	0.1	-15.3	1583	1.06	0.9	2.6	1	1
[16] CC(=O)c1c(C)nc(-c2ccccc2)n1O
 : 3.4	10.1	0.3	11.2	.	1500	.	0.9	-5.9	0.9	0.9
[17] Cc1ccc(NC(=O)Cn2c(=O)oc3cc(S(=O)(=O)N4CCC(C)CC4)ccc32)cc1C
 : 1.8	23.9	-6.7	5.7	.	1499	.	0.8	11.8	0.9	0.9
[18] Cc1ccc(C(NC(=O)C(C)C)c2cc([N+](=O)[O-])c3cccnc3c2O)cc1 (stereo not given)
 : 52.9*	39.3	6.8	-1.3	-4.0	1490	3.28*	0.6	-5.8	0.5	0.9
[19] COc1ccc(/C=C2\OC(=S)N(C)C2=O)cc1
 : 2.7	-2.8	7.0	-2.0	.	1524	.	1	5.7	1.1	1
[20] COc1ccccc1OCCCCOc1ccccc1F
 : 6.1	16.9	5.0	-1.4	.	1495	.	0.8	-6.1	1	1
[21] Cc1c(-c2ccccc2)nc2ccccc2c1C(=O)OCC(=O)Nc1ncc(C(F)(F)F)cc1Cl
 : 0.4	33.9	-1.5	-2.7	-11.1	1748	-0.36	0.7	0.1	0.8	0.9
[22] CCOc1ccccc1N(C(=O)Nc1ccc(Cl)cc1)C1=NC(C)CS1 (stereo not given)
 : 10.4	5.7	5.6	2.4	-6.1	1491	.	0.9	1.3	1	0.9
[23] CCN(CC)S(=O)(=O)c1ccc(NC(=O)C(C)N(c2ccccc2)S(C)(=O)=O)cc1 (stereo not given)
 : 2.3	6.4	7.6	-1.6	.	1680	-0.363	0.9	-4.5	1	1
[24] Cc1nnc(NC(=O)CSC2CCCCC2)s1
 : -5.1	9.0	-0.3	3.3	14.5	1518	.	0.9	4.2	1	1
[25] CN(C)c1nc(Cl)cc(N2CCOCC2)n1
 : -3.4	8.5	12.3	12.7	.	1870	.	0.9	-1.2	0.9	0.9
[26] CC(C)Cn1c(-c2csc(C(C)C)c2)n[nH]c1=S
 : 7.7	20.3	5.7	5.6	0.0	1652	-1.08	0.8	-4.7	0.9	0.9
[27] COC(=O)C(C)n1cnc2c(nnn2-c2ccc(OC)cc2)c1=O (stereo not given)
 : 0.6	13.9	-8.9	-11.1	-18.3	1556	-0.248	0.9	2.1	1	1
[28] CCOC(=O)C(=CNc1cc(C)nn1C(C)(C)C)C(=O)OCC
 : -12.8	9.9	6.2	5.4	.	1554	.	0.9	-4.6	0.9	0.9
[29] O=C(CSc1nnc(Cn2nnc(-c3ccccc3)n2)n1-c1ccccc1)Nc1ccccc1
 : 10.8	27.4	-9.4	7.5	16.4	1492	.	0.7	1.4	0.9	0.9
[30] O=C(COc1ccccc1)Nc1ccccc1N1CCCCC1
 : 5.5	3.2	6.3	-5.4	7.5	1461	.	1	8.9	1	0.9
[31] C=CCNC(=O)NC(=O)CSc1nnc(C(F)(F)F)n1C
 : 13.3	2.0	15.1	7.0	-9.3	1721	.	1	10.4	1	1
[32] CCOC(=O)C(Cc1ccc(Cl)cc1Cl)c1ccno1 (stereo not given)
 : 1.5	3.4	1.2	2.2	-15.2	1717	1.24	1	5.3	1	0.9
[33] CCOc1ccc(-c2c(C)n([O-])c3c([n+]2=O)CCCCC3)cc1
 : -1.7	-2.8	-2.1	3.6	-12.0	1494	-0.145	1	-9.1	1	1
[34] C=CCn1c(C)cc(C(=O)Cn2ncc(Cl)c(Cl)c2=O)c1C
 : 8.3	15.4	2.7	1.7	4.5	1476	-2.53	0.8	-1.3	0.9	1
[35] CNC(=O)c1ccc(-c2sc3nc(N4CCOCC4)c4c(c3c2N)CCCC4)o1
 : 8.9	44.3	-2.1	10.0	13.6	1620	0.134	0.6	13.1	0.4	0.8
[36] C=CCNC(=O)C(=O)NCC1CCCN1CC (stereo not given)
 : 2.8	19.1	2.8	1.5	-13.8	1445	0.695	0.8	-1.7	1	0.9
[37] CCOC(=O)N1CCN(C(=O)COc2ccc(S(=O)(=O)Nc3ccc(OCC)cc3)cc2)CC1
 : -18.5	11.9	7.8	-9.0	0.7	1525	-0.68	0.9	0.2	0.9	0.9
[38] Cc1cc(Cl)ccc1C(=O)C1CCCN(C(=O)c2cscn2)C1 (stereo not given)
 : 12.1	17.6	-3.0	-0.5	-18.1	1389	-0.00958	0.8	0.7	0.9	0.9
[39] CCCCC(=O)Nc1nc(C)c(-c2csc(Nc3ccc(Cl)cc3)n2)s1
 : 4.7	1.5	-7.4	-4.5	.	1362	.	1	-2.5	0.7	0.6
[40] Cc1cccc(C)c1NC(=O)Cn1nnc(-c2ccc(CN3CCC(C)CC3)cc2)n1
 : 11.2	0.8	12.3	4.7	-8.2	1697	0.55	1	2.9	0.9	1
[41] CC(C)CN(C(=O)CN1CCN(c2ccc([N+](=O)[O-])cc2)CC1)c1c(N)n(CC(C)C)c(=O)[nH]c1=O
 : 4.3	3.5	9.5	7.1	-13.7	1647	0.244	1	5.1	1	1.1
[42] Cn1c(=O)n(CCN2CCOCC2)c(=O)c2c1nc1n2CCN1c1ccc(Oc2ccccc2)cc1
 : 4.0	1.0	.	.	-16.8	.	.	1	.	1	1.2
[43] O=C(O)CC/C(=C\c1ccccc1[N+](=O)[O-])c1nc2ccccc2s1
 : 13.4	16.7	2.8	7.6	-15.0	1590	-1.29	0.8	0.4	1	1
[44] CCOC(=O)c1[nH]c(C)c(C(=O)OCc2c(C)noc2C)c1C
 : 6.9	9.4	17.4	9.6	6.8	1559	0.971	0.9	12.4	1	1
[45] Fc1ccccc1CNc1ccc(Cl)cc1
 : -8.9	9.9	-1.2	-0.5	.	1523	.	0.9	1.9	1	0.9
[46] O=C1CCCC2=C1C1(CCCCC1)N=C(Nc1nc3ccccc3o1)N2
 : -2.3	19.5	6.6	1.1	27.2	1466	.	0.8	7.3	0.9	0.8
[47] CNc1nc(-c2ccccn2)nnc1-c1ccccc1
 : 3.3	20.0	3.5	10.0	.	1434	-0.696	0.8	-5.7	1	1
[48] O=[N+]([O-])c1cccnc1-n1cnc2ccccc21
 : 6.3	7.4	4.3	10.6	13.6	1491	-0.307	0.9	5.7	0.7	0.8

# Exported with tabs: 7 of the compounds above
nr	Structure	G6PDH CS	Diaph inh CS	PPARg SRC2 recr	PPARg SRC3 recr	S1P3 antagonist	TR-FRET SRC-2 ct	ROMK primary	Diaphorase act	PPARg SRC1 recr	PMI act satM6P	PMI act
31	C=CCNC(=O)NC(=O)CSc1nnc(C(F)(F)F)n1C	13.3	2.0	15.1	7.0	-9.3	1721	.	1	10.4	1	1
32	CCOC(=O)C(Cc1ccc(Cl)cc1Cl)c1ccno1 (stereo not given)	1.5	3.4	1.2	2.2	-15.2	1717	1.24	1	5.3	1	0.9
33	CCOc1ccc(-c2c(C)n([O-])c3c([n+]2=O)CCCCC3)cc1	-1.7	-2.8	-2.1	3.6	-12.0	1494	-0.145	1	-9.1	1	1
34	C=CCn1c(C)cc(C(=O)Cn2ncc(Cl)c(Cl)c2=O)c1C	8.3	15.4	2.7	1.7	4.5	1476	-2.53	0.8	-1.3	0.9	1
35	CNC(=O)c1ccc(-c2sc3nc(N4CCOCC4)c4c(c3c2N)CCCC4)o1	8.9	44.3	-2.1	10.0	13.6	1620	0.134	0.6	13.1	0.4	0.8
36	C=CCNC(=O)C(=O)NCC1CCCN1CC (stereo not given)	2.8	19.1	2.8	1.5	-13.8	1445	0.695	0.8	-1.7	1	0.9
37	CCOC(=O)N1CCN(C(=O)COc2ccc(S(=O)(=O)Nc3ccc(OCC)cc3)cc2)CC1	-18.5	11.9	7.8	-9.0	0.7	1525	-0.68	0.9	0.2	0.9	0.9
